# PHOSPHO1 block = inhibitors of human PHOSPHO1 phosphatase; hit rate 1.1% among 290,000; recombinant PHOSPHO1, absorbance phosphatase assay; inhibition, % at 13.3 µM; AID 1565; in the data active means inhibition above about 60%
# VIM-2 inh = inhibitors of Pseudomonas aeruginosa VIM-2 metallo-beta-lactamase. purified VIM-2, nitrocefin hydrolysis, epi-absorbance fluorescence. inhibition, % at 5.6 µM. hit rate 0.89% among 290,000;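 active means inhibition above the mean of all tested compounds plus 3 SD, cutoff set per screening run, cut at about 7.5% in these data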;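 further: red hydrolysis product quenches plate fluorescence so inhibitors raise well fluorescence; 0% = enzyme with DMSO and 100% = DMSO without enzyme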
# IMP-1 inh = blocks Pseudomonas aeruginosa IMP-1 metallo-beta-lactamase; purified IMP-1, nitrocefin hydrolysis, epi-absorbance fluorescence; inhibition, % at 5.6 µM; hit rate 0.45% among 290,000; AID 1556;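 active means inhibition above the mean plus 3 SD of all compounds in the same screening run, cut at about 4.5% in these data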;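 further: 0% = IMP-1 with DMSO and 100% = DMSO wells lacking enzyme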
#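 system = purified recombinant IMP-1 beta-lactamase | amount = 0.2 nM IMP-1, as dispensed | medium = HEPES buffer pH 7.1 with ZnSO4 and Brij 35 | times = 25 °C, 15 min preincubation, 25 min reaction | detection = plate fluorescence quenching by hydrolysis product, ex 480/em 530 nm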
# M18AAP inhibitor = PfM18AAP enzyme inhibition. recombinant PfM18AAP, H-Glu-NHMec fluorogenic cleavage. inhibition, % at 7.35 µM. hit rate 1.2% among 290,000;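 active means inhibition above the campaign mean inhibition over all tested compounds plus 3 SD, cut at about 28% in these data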;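 further: 0% = plate median of test compound wells and 100% = 2 mM ZnCl2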
# IDE cell activ = IDE (human) activation, cell-based. P14735. HEK cells, FAbeta-B cleavage, fluorescence polarization; 0% vehicle, 100% cell-free pure enzyme wells. hit rate 0.073% among 340,000. activation, % at 5.96 µM;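 active means activation above the mean of all tested compounds plus 3 SD, set per screening campaign, cut at about 17% in these data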
# Target sequence (P14735 whole entry, looked up): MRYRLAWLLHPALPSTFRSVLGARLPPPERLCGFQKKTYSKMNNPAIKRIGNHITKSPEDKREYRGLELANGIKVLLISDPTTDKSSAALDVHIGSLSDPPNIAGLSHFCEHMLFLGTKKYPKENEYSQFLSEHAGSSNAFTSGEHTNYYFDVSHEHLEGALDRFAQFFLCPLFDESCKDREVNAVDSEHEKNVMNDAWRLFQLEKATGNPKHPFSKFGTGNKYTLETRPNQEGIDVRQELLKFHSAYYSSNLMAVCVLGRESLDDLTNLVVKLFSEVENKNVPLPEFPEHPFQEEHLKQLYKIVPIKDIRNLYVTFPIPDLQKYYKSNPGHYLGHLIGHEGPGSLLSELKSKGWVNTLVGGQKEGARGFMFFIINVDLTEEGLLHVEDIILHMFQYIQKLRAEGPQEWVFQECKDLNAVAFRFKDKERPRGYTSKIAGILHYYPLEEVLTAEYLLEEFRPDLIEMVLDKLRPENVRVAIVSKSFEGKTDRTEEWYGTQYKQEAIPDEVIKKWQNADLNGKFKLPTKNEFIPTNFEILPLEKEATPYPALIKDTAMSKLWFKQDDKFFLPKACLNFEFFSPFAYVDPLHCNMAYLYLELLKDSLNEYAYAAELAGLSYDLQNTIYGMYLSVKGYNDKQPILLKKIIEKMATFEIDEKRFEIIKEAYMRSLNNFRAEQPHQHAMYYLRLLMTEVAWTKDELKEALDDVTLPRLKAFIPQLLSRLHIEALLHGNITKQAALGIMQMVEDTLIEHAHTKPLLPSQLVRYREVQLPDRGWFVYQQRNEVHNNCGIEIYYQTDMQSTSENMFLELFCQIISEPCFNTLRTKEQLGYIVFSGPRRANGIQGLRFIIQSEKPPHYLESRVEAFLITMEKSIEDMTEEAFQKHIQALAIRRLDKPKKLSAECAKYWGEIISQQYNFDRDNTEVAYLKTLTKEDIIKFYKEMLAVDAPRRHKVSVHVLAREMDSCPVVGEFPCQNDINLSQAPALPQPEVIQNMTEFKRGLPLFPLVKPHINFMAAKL
# IDE inh = cellular human IDE inhibition. HEK cells, FAbetaB cleavage, fluorescence polarization. inhibition, % at 5.59 µM. hit rate 0.41% among 320,000. AID 434962;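 active means percent inhibition above the average of all tested compounds plus 3 SD, set per screening campaign, cut at about 16% in these data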;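 further: IDE supplied by intact live HEK cells; FP after avidin binding of uncleaved biotin substrate so inhibition keeps polarization high; 0% = DMSO wells and 100% = 60 µM reference IDE inhibitor Ii1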
# p-CIP stab down = lowers stability of the mouse p/CIP coactivator protein | Q05BA5 | F442A p/CIP-EGFP cells, EGFP fluorescence, 16 h | decrease of EGFP signal, % at 10 µM | hit rate 0.01% among 290,000 | AID 1984;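 active means EGFP signal decrease of at least 30% at 10 µM or well 3 SD below plate mean, unless failing retest; inactive means the rest, including hits failing retest or dose response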; further: some compounds called inactive have numbers as strong as hits; many of its hits are not listed in these tables
# NALP1 yeast inh = inhibitors of NALP1 inflammasome in yeast; S. cerevisiae NALP1/ASC/caspase-1 growth, X-gal OD620, 72 h; inhibition, % at 10 µM; hit rate 0.61% among 280,000; AID 2071; in the data active means inhibition mostly above about 24%, no sharp cut-off; inactive means mostly below about 32%; further: some compounds called inactive have numbers as strong as hits
# GPR7 antagonist = human neuropeptides B/W receptor 1 antagonism; P48145; GPR7-expressing cells, fluorescence antagonist assay; inhibition, % at 4.4 µM; hit rate 1.1% among 290,000; AID 1861; in the data active means inhibition above about 16%, passing the limit was not always enough;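 further: cells stimulated with the agonist NPW; 0% = agonist with vehicle and 100% = vehicle without agonist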
# * = called active by the depositor; nt = no result given.
1: Cc1cc(Br)ccc1NC(=O)CN(C)C(=O)c1cc(S(=O)(=O)N(C)C)ccc1N1CCCC1
2: COc1ccc(-c2ccc(C(=O)C3CC3)cc2)cc1
3: CN(C)C(=O)N1CCCC(C(=O)NCc2cccs2)C1 (configuration not stated)
4: CCC(=O)Nc1cc(-c2nn(C)c(=O)c3ccccc23)ccc1OC
5: COc1ccc(C2=NN(c3ccc(C(=O)O)cc3)C(c3ccc(OC)c(OC)c3)C2)cc1 (configuration not stated)

Screen / compound no.	1	2	3	4	5
PHOSPHO1 block	-26	42	14	-59	8
VIM-2 inh	0.8	-2.3	-2.5	-0.4	-1.0
IMP-1 inh	-3.2	-1.9	-2.3	-4.7	-2.6
M18AAP inhibitor	1	-3	-1	3	13
IDE cell activ	-4	2	-3	-6	5
IDE inh	-1	0	-2	-5	-5
p-CIP stab down	-11	0	-3	3	-25
NALP1 yeast inh	13	20	9	4	5
GPR7 antagonist	-13	21	-6	-10	-19

6: Nc1nnc(Cc2c[nH]c3ccccc23)s1
7: N#CC12COC3(CCCCC3C1(C#N)C#N)OC2=N (configuration not stated)
8: Cc1ccc2nc(Nc3nc(C)cc(-c4ccccc4)n3)[nH]c(=O)c2c1
9: C/C(=N\NS(=O)(=O)c1ccccc1)c1cc(Cl)cc(Cl)c1O
10: COc1cccc(NC(=O)C2C3CCC4C(CCC32)C4(Cl)Cl)c1 (configuration not stated)

Screen / compound no.	6	7	8	9	10
PHOSPHO1 block	6	8	-45	21	-9
VIM-2 inh	-1.2	-1.7	-1.3	0.4	-0.7
IMP-1 inh	1.0	-1.5	-0.2	0.4	-3.5
M18AAP inhibitor	14	5	0	-12	1
IDE cell activ	3	-2	4	8	1
IDE inh	2	8	-3	-3	-3
p-CIP stab down	-4	-9	-8	-18	-15
NALP1 yeast inh	3	0	-14	2	26
GPR7 antagonist	3	-3	-1	1	3

11: C=CCN=C1CC(C)(C)C(C(=O)OC)C(O)=C1C(=O)CCC (configuration not stated)
12: CS/C(=C\[N+](=O)[O-])Nc1ccc(Cl)cc1
13: CCn1c(CNC(=O)c2ccc(OC)c(OC)c2)nnc1SCC(=O)Nc1ccc(OC)cc1
14: CCOC(=O)C(C)Sc1ncc(-c2ccc(Cl)cc2)cn1 (configuration not stated)
15: CN(C)CCCCOc1ccc(F)cc1

Screen / compound no.	11	12	13	14	15
PHOSPHO1 block	32	-7	-11	23	-12
VIM-2 inh	2.4	0.8	-4.2	0.3	-1.8
IMP-1 inh	1.2	-0.9	0.2	-2.3	-1.4
M18AAP inhibitor	-10	7	-1	1	1
IDE cell activ	4	2	-3	8	0
IDE inh	-2	-1	-3	-1	-1
p-CIP stab down	-8	-19	-15	-3	-3
NALP1 yeast inh	2	-13	20	5	3
GPR7 antagonist	-2	-6	2	-1	-8

16: COc1ccc(-c2csc3nc(C)nc(N4CCCCC4)c23)cc1OC
17: CC(C)(C)c1cc(=O)n2[nH]c(N)nc2n1
18: CCCCSc1nc(C)nc2c1c(=O)n(C)c(=O)n2C
19: C/C(=C\C(=O)c1ccc(Br)cc1)NCc1ccc2c(c1)OCO2
20: Cc1cc(=O)[nH]c2nnnn12

Screen / compound no.	16	17	18	19	20
PHOSPHO1 block	-10	54	-6	1	41
VIM-2 inh	-1.8	-4.4	0.4	-0.1	1.0
IMP-1 inh	-1.8	-4.2	-1.5	-2.2	0.3
M18AAP inhibitor	-1	2	-2	2	-9
IDE cell activ	0	-3	1	-5	2
IDE inh	1	-1	-2	8	2
p-CIP stab down	12	-7	4	8	-5
NALP1 yeast inh	1	11	30	-8	21
GPR7 antagonist	-3	1	-12	-11	7

21: COc1ccc(N2CCN(C(=O)CSc3nnc(COc4cccc5cccnc45)o3)CC2)cc1
22: O=C(Nc1ccccc1)c1ccc(Nc2c([N+](=O)[O-])cc([N+](=O)[O-])c3ccccc23)cc1
23: CN(CC(=O)NC1CC(C)(C)NC(C)(C)C1)S(=O)(=O)c1cc(Cl)ccc1Cl
24: Cc1csc(NC(=O)c2ccc3ccccc3n2)n1
25: CN(C)C(=O)C(OC(=O)c1ccc2c(c1)CCCC2)c1ccccc1 (configuration not stated)

Screen / compound no.	21	22	23	24	25
PHOSPHO1 block	35	-2	13	40	27
VIM-2 inh	1.9	-0.9	-2.8	-2.8	-1.9
IMP-1 inh	1.6	-1.0	-3.1	-2.5	-1.5
M18AAP inhibitor	-7	-4	-1	11	-12
IDE cell activ	3	0	9	4	3
IDE inh	1	-3	-3	1	-2
p-CIP stab down	-8	0	-6	9	-22
NALP1 yeast inh	8	25	24	10	10
GPR7 antagonist	-10	-14	13	-13	-5

26: O=C(Nc1nc2ccccc2n1Cc1ccccc1)c1ccco1
27: O=C(NCCCN1CCOCC1)c1ccc(N2CCCC2)c([N+](=O)[O-])c1
28: CCc1ccc(OCc2ccc(C(=O)OC)o2)cc1
29: COc1ccc(NC(=S)N(CCN(C)C)Cc2cccs2)cc1
30: CC(C)CC(CO)N1CCN(C(=O)c2cccc(C(F)(F)F)c2)CCC1=O (configuration not stated)

Screen / compound no.	26	27	28	29	30
PHOSPHO1 block	24	-1	34	14	18
VIM-2 inh	-3.5	0.0	-1.2	1.1	-2.5
IMP-1 inh	-1.5	-3.3	-0.9	-0.7	-1.1
M18AAP inhibitor	-9	-6	-2	-3	-2
IDE cell activ	-5	4	2	9	5
IDE inh	4	2	1	1	4
p-CIP stab down	3	-2	6	3	2
NALP1 yeast inh	8	-2	19	2	3
GPR7 antagonist	-16	3	4	-3	15

# Reprinted: nos. 26–28
26: O=C(Nc1nc2ccccc2n1Cc1ccccc1)c1ccco1
27: O=C(NCCCN1CCOCC1)c1ccc(N2CCCC2)c([N+](=O)[O-])c1
28: CCc1ccc(OCc2ccc(C(=O)OC)o2)cc1

Screen / compound no.	26	27	28
PHOSPHO1 block	24	-1	34
VIM-2 inh	-3.5	0.0	-1.2
IMP-1 inh	-1.5	-3.3	-0.9
M18AAP inhibitor	-9	-6	-2
IDE cell activ	-5	4	2
IDE inh	4	2	1
p-CIP stab down	3	-2	6
NALP1 yeast inh	8	-2	19
GPR7 antagonist	-16	3	4

# Following part:
31: COc1ccc(C(=O)n2cc(C(=O)c3cc(C)ccc3O)cn2)cc1
32: CCOCCCNC(=O)c1ccc2c(c1)ncn2-c1ccc(C)cc1C
33: CCOC(=O)c1c(NC(=O)CC2SC(=NC)N(C)C2=O)sc(C)c1C (configuration not stated)
34: Cc1ccc(/C=C/C(=O)OCC(=O)N2CC(=O)Nc3ccccc32)o1
35: COC(CNC(=O)CN1CCN(Cc2ccccc2F)C1=O)OC

Screen / compound no.	31	32	33	34	35
PHOSPHO1 block	0	2	5	24	-29
VIM-2 inh	-2.7	-2.2	-1.3	-1.1	-0.9
IMP-1 inh	-4.1	-2.2	-1.6	-0.7	-1.0
M18AAP inhibitor	12	1	-5	-33	-6
IDE cell activ	6	2	5	8	3
IDE inh	-2	2	0	-2	-4
p-CIP stab down	-6	-2	-12	0	-6
NALP1 yeast inh	27	10	12	7	27
GPR7 antagonist	-8	-9	-11	2	10

# Part of the list above, bar-delimited.
No. | Compound | PHOSPHO1 block | VIM-2 inh | IMP-1 inh | M18AAP inhibitor | IDE cell activ | IDE inh | p-CIP stab down | NALP1 yeast inh | GPR7 antagonist
33 | CCOC(=O)c1c(NC(=O)CC2SC(=NC)N(C)C2=O)sc(C)c1C (configuration not stated) | 5 | -1.3 | -1.6 | -5 | 5 | 0 | -12 | 12 | -11
34 | Cc1ccc(/C=C/C(=O)OCC(=O)N2CC(=O)Nc3ccccc32)o1 | 24 | -1.1 | -0.7 | -33 | 8 | -2 | 0 | 7 | 2
35 | COC(CNC(=O)CN1CCN(Cc2ccccc2F)C1=O)OC | -29 | -0.9 | -1.0 | -6 | 3 | -4 | -6 | 27 | 10

# Further records:
36: O=C(COc1ccc(S(=O)(=O)N2CCOCC2)cc1)NC1CCCC1
37: O=C(NCCc1ccccn1)C1CCCN1S(=O)(=O)c1ccc(Cl)cc1 (configuration not stated)
38: O=C(CSC1=NC2(CCCCCC2)N=C1c1ccccc1)Nc1ccc2c(c1)OCCO2
39: Cc1cc(C)n(Cc2ccccc2)c(=O)c1S(=O)(=O)c1ccccc1
40: CCOc1ccc(Cl)cc1CN1CCOCC1

Screen / compound no.	36	37	38	39	40
PHOSPHO1 block	28	6	-6	24	26
VIM-2 inh	-1.6	-3.2	0.0	-0.5	-2.8
IMP-1 inh	-3.0	-3.7	-0.5	-2.1	-2.4
M18AAP inhibitor	-7	-6	-3	-3	6
IDE cell activ	-2	4	4	1	3
IDE inh	10	1	2	3	4
p-CIP stab down	1	2	-17	4	-6
NALP1 yeast inh	6	17	34	-5	10
GPR7 antagonist	-4	11	-14	-3	-13

41: COc1ccc(NS(=O)(=O)c2ccc3oc(SCc4ccc(F)cc4)nc3c2)cc1
42: O=C(c1ccc(NC(=S)NCc2ccc(Cl)cc2)cc1)N1CCCCC1
43: Cc1nc2cc(NC(=O)N(C)c3ccc4ccccc4c3)ccc2o1
44: CCOc1ccccc1NC(=O)Cn1nnc(-c2ccc(OCC)c(OCC)c2)n1
45: COc1cccc(C(=O)Nc2cc(C(F)(F)F)ccc2Cl)c1

Screen / compound no.	41	42	43	44	45
PHOSPHO1 block	-8	42	-83	25	-72
VIM-2 inh	-3.0	0.1	5.9	-1.4	0.0
IMP-1 inh	-3.4	-0.6	1.2	-3.0	-1.6
M18AAP inhibitor	2	-4	25	8	-4
IDE cell activ	0	-2	-1	8	-1
IDE inh	3	7	1	7	3
p-CIP stab down	0	-8	-7	0	7
NALP1 yeast inh	30	22	9	-1	5
GPR7 antagonist	-4	14	32*	-13	-2

46: O=C(Nc1ccc(F)cc1F)C1CCN(C(=O)c2ccc(Br)cc2)CC1
47: CCCCCCn1c(CN2CCCCC2CC)nc2c1c(=O)n(C)c(=O)n2C (configuration not stated)
48: O=C(O)C1CC=CCC1C(=O)NC1CCCCC1 (configuration not stated)
49: COc1ccc(CN2CCCC(CNC(=O)c3ccc(F)cc3)C2)c(F)c1 (configuration not stated)
50: CCSc1nnc(NC(=O)/C=C/c2ccco2)s1

Screen / compound no.	46	47	48	49	50
PHOSPHO1 block	-31	-13	3	41	-5
VIM-2 inh	1.4	2.5	-0.8	-1.7	-3.6
IMP-1 inh	-0.4	0.2	-1.9	-2.3	-1.9
M18AAP inhibitor	-14	13	-4	-10	2
IDE cell activ	9	6	2	3	0
IDE inh	-1	1	-2	-2	2
p-CIP stab down	6	-8	-11	-20	-3
NALP1 yeast inh	7	nt	-20	8	-13
GPR7 antagonist	3	7	-13	0	-1

51: Cc1ccccc1-c1nc(CN2CCC(C(=O)NCc3cccs3)CC2)c(C)o1
52: OCCC1CN(Cc2cccc(-n3cccn3)c2)CCN1Cc1ccccc1 (configuration not stated)
53: COc1ccc(N(CC(=O)NC2CCCCCCC2)S(=O)(=O)c2c(C)nn(C)c2C)cc1
54: COc1cc(C(=O)Nc2cc(-c3nc4cc(C)ccc4o3)ccc2C)cc(OC)c1OC
55: NC(=O)c1ccc(N2CCC(C(N)=O)CC2)c([N+](=O)[O-])c1
56: CCOc1ccc2c(C)cc(=O)oc2c1OCC

Screen / compound no.	51	52	53	54	55	56
PHOSPHO1 block	15	19	2	24	28	8
VIM-2 inh	-2.8	-1.3	-0.5	-2.1	-0.7	2.9
IMP-1 inh	0.7	-1.7	-4.7	0.0	-0.1	-0.1
M18AAP inhibitor	4	4	0	5	-16	12
IDE cell activ	-2	-1	-3	6	6	6
IDE inh	4	1	4	6	2	4
p-CIP stab down	2	-11	-23	-11	6	2
NALP1 yeast inh	14	23	1	-26	13	9
GPR7 antagonist	-4	-9	-9	6	2	3

# Source: PubChem (several laboratories)
